High-throughput results from PubChem.
yeast cln2 rad14 = NCI yeast anticancer drug screen, S. cerevisiae cln2 rad14 strain; % growth inhibition at 50 µM; hit rate 8.3% among 78,000; AID 165;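 further: 0% = growth of vehicle-only cultures of the same strain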
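Yeast carrying cln2 and rad14 alterations (cell cycle control and DNA damage repair) were exposed to compounds. Growth inhibition was measured against vehicle-treated controls.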
sgs1 mgt1 = NCI yeast anticancer drug screen, S. cerevisiae sgs1 mgt1 strain; growth inhibition, % at 50 µM; hit rate 10% among 78,000; AID 161;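 further: 0% = growth of vehicle-only cultures of the same strain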
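Compounds are added to genetically altered yeast, and growth is compared with cultures given vehicle alone to give percent inhibition.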
yeast mec2-1 = NCI yeast anticancer drug screen, S. cerevisiae mec2-1 strain. hit rate 9% among 79,000. growth inhibition, % at 50 µM;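 further: 0% = growth of vehicle-only cultures of the same strain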
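Mutant yeast (mec2-1) grown with compound; growth inhibition relative to vehicle control reported.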
rad50 = NCI yeast anticancer drug screen, S. cerevisiae rad50 strain. growth inhibition, % at 50 µM. hit rate 10% among 79,000;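 further: 0% = growth of vehicle-only cultures of the same strain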
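DNA repair mutant yeast, compound exposure, growth read-out; inhibition is taken relative to vehicle.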
yeast bub3 = NCI yeast anticancer drug screen, S. cerevisiae bub3 mutant strain; % growth inhibition at 50 µM; hit rate 9.9% among 78,000; AID 167;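 further: 0% = growth of vehicle-only cultures of the same strain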
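Mutant yeast screening strain plus compound; vehicle-treated cultures serve as the 0% inhibition reference.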
yeast mlh1 rad18 = NCI yeast anticancer drug screen, S. cerevisiae mlh1 rad18 strain. growth inhibition, % at 50 µM. hit rate 11% among 79,000. AID 175;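 further: 0% = growth of vehicle-only cultures of the same strain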
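Test agents were incubated with a yeast strain of defined genotype (DNA damage repair defect). Inhibition of growth was derived by comparison with vehicle-exposed cultures.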
An asterisk follows results filed as active; · = no result given. No stated cut-off is given here; in the data, active means growth inhibition above about 70%; inactive means the rest.

Results follow in this order: yeast mec2-1 | sgs1 mgt1 | yeast bub3 | yeast mlh1 rad18 | yeast cln2 rad14 | rad50
1: CCCC/C(C)=N/NC(N)=S
→ -4 | -4 | -16 | 2 | -3 | 2
2: COc1ccc2c(c1)[n+](=O)c(C(C)=O)c(C)n2[O-]
→ 38 | 10 | -1 | 26 | -2 | 22
3: O=C(/C=C/c1cccs1)c1ccc(O)c(C(=O)O)c1
→ -3 | -9 | -36 | -9 | -50 | -19
4: CCCC1C(C#N)(C#N)C(C#N)=C(N)C1(C)C(C)=O (stereo not drawn)
→ 7 | -19 | -24 | -35 | 0 | 3
5: CCOc1ccc2c(c1)nc1cc(Cl)ccc1[n+]2C
→ 87* | 86* | 83* | 90* | 75* | 86*
6: O=C1CNCCCN2CCN(CCCNCC(=O)Nc3ccc(cc3)S(=O)(=O)c3ccc(cc3)NC(=O)CNCCCN3CCN(CCCNCC(=O)Nc4ccc(cc4)S(=O)(=O)c4ccc(cc4)N1)CC3)CC2
→ 99* | 99* | 98* | 99* | 97* | 99*
7: CC(C)NC(=O)OCc1c(COC(=O)NC(C)C)c(S(=O)c2ccccc2)n2c1CCC2 (stereo not drawn)
→ 5 | 9 | 19 | -6 | -27 | 13
8: CCOC(=O)C(Cc1ccc(OCc2ccccc2)c(OCc2ccccc2)c1)(NC=O)C(=O)OCC
→ -2 | 20 | -10 | 9 | -15 | 37
9: CCCCN(CCCC)CC(O)c1c2cccc(Cl)c2cc2c(Cl)cccc12 (stereo not drawn)
→ 99* | 79* | 99* | 99* | 93* | 99*
10: O=Cc1c(O)ccc2ccccc12.[Cu+2]
→ 99* | 99* | 99* | 99* | 99* | 99*
11: Cc1ncc(CO)c(CN)c1O
→ -21 | -38 | -28 | -2 | -23 | -1
12: O=C1c2cc3c(cc2C(=O)c2ncccc21)CCCC3
→ 48 | 62 | 71* | 76* | 10 | 65
13: Clc1ccc(Cl)c(N=Nc2cc3c4c(c2)CCCN4CCC3)c1
→ -26 | -21 | -9 | -18 | -10 | -30
14: Cc1ccc(Nc2nc(=O)[nH]c(=O)[nH]2)cc1N
→ 2 | 20 | 27 | -54 | 12 | -12
15: COc1cc(C=C(C#N)C#N)ccc1OC(=O)c1cc(OC)c(OC)c(OC)c1
→ -6 | 16 | 4 | -6 | 2 | -2
16: N#CC1(C#N)C(c2ccccc2)C=CC12OCCCO2 (stereo not drawn)
→ 7 | 4 | -5 | 23 | 32 | 11
17: Oc1ccc(Cc2ccccc2)c2cccnc12
→ -9 | -13 | -17 | 35 | -19 | -28
18: CCc1ccc(/C(C#N)=C/c2cccc3ccccc23)cc1
→ -11 | -1 | 4 | -5 | -2 | 2
19: c1ccc(CCc2nc3ccccc3o2)cc1
→ 27 | 5 | 13 | 11 | -20 | 15
20: NCCC(=O)c1ccc(Cl)cc1
→ -10 | 7 | -10 | 20 | 4 | 45

Remaining list, next part
Results follow in this order: yeast mec2-1 | sgs1 mgt1 | yeast bub3 | yeast mlh1 rad18 | yeast cln2 rad14 | rad50
21: S=C(Nc1ccccc1)NC1CC1
→ 0 | 11 | -35 | 0 | -11 | -4
22: Cn1c(=O)c2nc3c(=O)n(C)c(=O)n(C)c3nc2n(C)c1=O
→ -11 | -17 | -14 | -2 | -7 | -8
23: C/C(=N/N)c1ccc2[nH]c3c(C)cc([N+](=O)[O-])c(C)c3c2c1
→ -7 | -23 | 4 | 6 | 14 | 17
24: C(=C\c1ccnc2ccccc12)/c1ccnc2ccccc12
→ -34 | -47 | -22 | -23 | -36 | -47
25: O=c1[nH]c(Cc2ccccc2)nc2c1sc1nc3ccccc3n12
→ -2 | -34 | -33 | -7 | -3 | 25
26: COc1ccc(NC(=S)NNC(=O)c2nsc3ccccc23)cc1
→ 10 | 21 | -1 | 0 | 7 | 33
27: Cc1ccc(S(=O)(=O)N2CCCCC2)cc1
→ -3 | 38 | -7 | -20 | -26 | -12
28: Brc1ccc(OCCCOc2ccc(Br)cc2)cc1
→ -2 | 20 | 15 | 3 | 13 | 9
29: CCN(CC)Cc1c(/C=C\c2cc(OC)c(OC)c(OC)c2)ccc(OC)c1O
→ 4 | 14 | 15 | -64 | 10 | -7
30: CCCCCCCCN(CCCCCCCC)CC(O)c1ccnc2c(Cl)cc(Cl)cc12 (stereo not drawn)
→ 15 | 43 | 5 | 33 | 6 | 16
31: CCCCC(SC(CC)(CC)C(N)=O)C(N)=O (stereo not drawn)
→ -6 | 7 | 9 | -6 | -29 | 8
32: Cn1c(=O)c2c(nc(NCC[N+](C)(C)C)n2C)n(C)c1=O
→ 4 | 16 | -7 | -4 | 0 | -6
33: CCOC(=O)Nc1nn(-c2ccc3ccccc3n2)c(=O)[nH]1
→ 2 | 11 | 8 | 14 | 12 | 16
34: CN=C1C=C(/N=C2/C=C(N/C(=C\C#N)C(C)(C)O)OC2(C)C)OC1(C)C
→ -5 | 14 | 24 | 29 | 7 | -11
35: Nc1nc(N)c2cc(S(=O)(=O)c3cccc(C(F)(F)F)c3)ccc2n1
→ 25 | 7 | -15 | -59 | 11 | 34
36: COc1cc(C(c2cc3c(cc2O)OCO3)N2CCOCC2)cc(OC)c1OC (stereo not drawn)
→ 68 | 17 | 7 | 19 | 21 | 36
37: COc1cccc(Nc2nc(NNC(=O)Cc3ccccc3)nc(NNC(=O)c3ccncc3)n2)c1
→ 16 | 31 | 39 | 38 | 27 | 3
38: CC1=CC[N+](C)(C)C(C(N)=O)C1 (stereo not drawn)
→ -13 | -17 | 21 | -18 | 10 | -5
39: CCC(C(OC(C)=O)C(C)C)[N+](=O)[O-] (stereo not drawn)
→ -5 | -3 | -1 | -2 | -9 | 4
40: Cc1ccccc1NS(=O)(=O)c1c([N+](=O)[O-])ncn1C
→ 50 | 44 | 62 | 63 | -29 | 45

Some of the entries so far, as labelled records:
35. Nc1nc(N)c2cc(S(=O)(=O)c3cccc(C(F)(F)F)c3)ccc2n1
  yeast mec2-1 = 25; sgs1 mgt1 = 7; yeast bub3 = -15; yeast mlh1 rad18 = -59; yeast cln2 rad14 = 11; rad50 = 34
36. COc1cc(C(c2cc3c(cc2O)OCO3)N2CCOCC2)cc(OC)c1OC (stereo not drawn)
  yeast mec2-1 = 68; sgs1 mgt1 = 17; yeast bub3 = 7; yeast mlh1 rad18 = 19; yeast cln2 rad14 = 21; rad50 = 36

(further entries)
Results follow in this order: yeast mec2-1 | sgs1 mgt1 | yeast bub3 | yeast mlh1 rad18 | yeast cln2 rad14 | rad50
41: O=C1NC(=O)/C(=C/c2ccc(S(=O)(=O)N/N=C/c3ccc(Cl)cc3)cc2)N1
→ -7 | -17 | -8 | -12 | 23 | -30
42: O=Cc1ccc(O)cn1
→ 6 | -4 | 2 | -1 | -12 | -1
43: CS(=O)(=O)Nc1cccc(C(=O)NN)c1
→ -16 | -3 | -12 | 14 | -11 | -8
44: O=C(CP(c1ccccc1)c1ccccc1)c1cccc(C(=O)CP(c2ccccc2)c2ccccc2)c1
→ -22 | -5 | -14 | -19 | -9 | -4
45: Cc1cccc(C)c1NC(=O)N(Cc1ccccc1)Cc1ccccc1
→ 15 | 21 | 37 | 31 | -2 | 2
46: COc1cc(/C=N\NC(C)=O)cc(OC)c1OC
→ -21 | · | · | 15 | · | 9
47: CCN1CCN=c2c3cc(OC)ccc3n3cnc4ccc1c2c43
→ -8 | 61 | 2 | 70 | 9 | 56
48: CC(C)(C#N)N1CCCCC1
→ 2 | -1 | 9 | -2 | -24 | 0
49: CCCCCCCCCCCCCCCCCCCCCCCC
→ 2 | 19 | 22 | -13 | -53 | 0
50: NC(=S)N/N=C\C12CC3CC(CC(C3)C1)C2
→ 94* | 93* | 96* | 96* | 72* | 97*
51: CC1(C)CCC[C@]2(C)[C@@H](C=O)C(C=O)=CC[C@@H]12
→ 91* | 88* | 90* | 87* | 90* | 91*
52: CN(C)c1ccc(/C=C\C(O)c2ccccc2)cc1 (stereo not drawn)
→ 11 | 32 | 3 | 42 | 8 | 23
53: O=[N+]([O-])c1ccc(-c2noc(-c3cccs3)n2)cc1
→ -32 | 13 | 11 | -12 | 15 | -3
54: CC(=O)Nc1nc(NC(C)=O)c2[nH]c(CO)nc2n1
→ -10 | -12 | -61 | -12 | -34 | -4
55: CCCCCCCC(=O)OCC(CC)CCCC (stereo not drawn)
→ 16 | 13 | 13 | 17 | -14 | 6
56: N=[N+]=NC1C(O)C(CO)OC1n1cnc2c(N)ncnc21 (stereo not drawn)
→ 11 | -10 | -49 | 7 | -7 | -6
57: C=CC(=O)NC(C(=O)O)C(C)(C)SCc1ccccc1 (stereo not drawn)
→ -1 | 4 | -29 | -9 | 0 | -9
58: COC(=O)C(N)C(C)O (stereo not drawn)
→ 17 | -16 | 19 | 10 | 7 | -6
59: CCCCC1(C(O)CC)Sc2ccccc2N1C (stereo not drawn)
→ 41 | 51 | 62 | 56 | 66 | 32
60: CCN(C(=O)CCl)c1ccccc1
→ 0 | 0 | -7 | 14 | -13 | 15

20 entries already listed, ordered by formula weight, rising:
Results follow in this order: yeast mec2-1 | sgs1 mgt1 | yeast bub3 | yeast mlh1 rad18 | yeast cln2 rad14 | rad50
42: O=Cc1ccc(O)cn1
→ 6 | -4 | 2 | -1 | -12 | -1
58: COC(=O)C(N)C(C)O (stereo not drawn)
→ 17 | -16 | 19 | 10 | 7 | -6
48: CC(C)(C#N)N1CCCCC1
→ 2 | -1 | 9 | -2 | -24 | 0
38: CC1=CC[N+](C)(C)C(C(N)=O)C1 (stereo not drawn)
→ -13 | -17 | 21 | -18 | 10 | -5
60: CCN(C(=O)CCl)c1ccccc1
→ 0 | 0 | -7 | 14 | -13 | 15
39: CCC(C(OC(C)=O)C(C)C)[N+](=O)[O-] (stereo not drawn)
→ -5 | -3 | -1 | -2 | -9 | 4
43: CS(=O)(=O)Nc1cccc(C(=O)NN)c1
→ -16 | -3 | -12 | 14 | -11 | -8
51: CC1(C)CCC[C@]2(C)[C@@H](C=O)C(C=O)=CC[C@@H]12
→ 91* | 88* | 90* | 87* | 90* | 91*
50: NC(=S)N/N=C\C12CC3CC(CC(C3)C1)C2
→ 94* | 93* | 96* | 96* | 72* | 97*
52: CN(C)c1ccc(/C=C\C(O)c2ccccc2)cc1 (stereo not drawn)
→ 11 | 32 | 3 | 42 | 8 | 23
54: CC(=O)Nc1nc(NC(C)=O)c2[nH]c(CO)nc2n1
→ -10 | -12 | -61 | -12 | -34 | -4
59: CCCCC1(C(O)CC)Sc2ccccc2N1C (stereo not drawn)
→ 41 | 51 | 62 | 56 | 66 | 32
53: O=[N+]([O-])c1ccc(-c2noc(-c3cccs3)n2)cc1
→ -32 | 13 | 11 | -12 | 15 | -3
57: C=CC(=O)NC(C(=O)O)C(C)(C)SCc1ccccc1 (stereo not drawn)
→ -1 | 4 | -29 | -9 | 0 | -9
40: Cc1ccccc1NS(=O)(=O)c1c([N+](=O)[O-])ncn1C
→ 50 | 44 | 62 | 63 | -29 | 45
47: CCN1CCN=c2c3cc(OC)ccc3n3cnc4ccc1c2c43
→ -8 | 61 | 2 | 70 | 9 | 56
49: CCCCCCCCCCCCCCCCCCCCCCCC
→ 2 | 19 | 22 | -13 | -53 | 0
45: Cc1cccc(C)c1NC(=O)N(Cc1ccccc1)Cc1ccccc1
→ 15 | 21 | 37 | 31 | -2 | 2
41: O=C1NC(=O)/C(=C/c2ccc(S(=O)(=O)N/N=C/c3ccc(Cl)cc3)cc2)N1
→ -7 | -17 | -8 | -12 | 23 | -30
44: O=C(CP(c1ccccc1)c1ccccc1)c1cccc(C(=O)CP(c2ccccc2)c2ccccc2)c1
→ -22 | -5 | -14 | -19 | -9 | -4

(list continues)
Results follow in this order: yeast mec2-1 | sgs1 mgt1 | yeast bub3 | yeast mlh1 rad18 | yeast cln2 rad14 | rad50
61: CC(C)C(C)CC(=O)O (stereo not drawn)
→ 6 | -14 | 11 | -1 | 14 | 21
62: CC(=O)NN1C(=O)C(Cc2ccccc2)c2ccccc21 (stereo not drawn)
→ -18 | -23 | 0 | 12 | 9 | 8
63: C=CCNC(=S)N/N=C(\CCC)c1ccccn1
→ 100* | 100* | 100* | 48 | 99* | 99*
64: O=C(O)CSCCc1ccccc1
→ -46 | -55 | -41 | -10 | 51 | -36
65: CC(C)=CCC[C@@H](C)[C@H]1CC[C@@]2(C)[C@@H]3CC[C@H]4C(C)(C)[C@@H](O)CC[C@@]45C[C@@]35CC[C@]12C
→ -36 | 3 | -13 | 20 | 5 | 20
66: c1ccc(N=C(N2CCOCC2)N(CCN2CCOCC2)c2ccccc2)cc1
→ -3 | -14 | -12 | -9 | 1 | -26
67: CCC[C@H]1[C@H](CCC)[C@@]2(OC(=O)C3=C2CCC=C3)[C@]12OC(=O)C1=C2CCC=C1
→ 87* | 92* | 89* | 90* | 92* | 88*
68: Cc1cn(C2CC(N=[N+]=[N-])C(CO)O2)c(=O)[nH]c1=O (stereo not drawn)
→ 0 | -40 | 0 | -16 | 14 | -1
